# Screening data as filed in PubChem BioAssay.
# Shiga toxin inh – Shiga toxin inhibition; Vero cells, Shiga toxin protein synthesis inhibition reporter; inhibition, % at 38.7 µM; 9.2% of 290,000 active; AID 2315; in the data active = inhibition mostly above about 28%, no sharp cut-off; inactive = mostly below about 43%; also: 0% is about no effect
# AMA1 RON2 block – disrupts binding of P. falciparum AMA1 to RON2. AlphaScreen AMA1-biotinylated RON2 peptide binding. AID 720542. Potency, µM (top dose mostly 58.2 µM), for the others: at the top dose activity change, negative = inhibition, most hits filed as inhibitors. 0.2% of 360,000 active;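 also: potency is read from the fitted curve at half-maximal effect; 0% = vehicle wells and -100% = peptide control; nearly all actives have a fitted effect of over 45% in size; some results filed as inactive show a strong effect at the top dose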
#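 AMA1 (3D7) with his tag at 25 nM final met compounds first, then biotinylated RON2 peptide at 25 nM; detection used donor plus acceptor beads, 10 µg/mL apiece, read by AlphaScreen after 30 min at room temperature.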
# Tb PYK inh – blocks Trypanosoma brucei pyruvate kinase | Potency, µM (top dose mostly 76.8 µM), for inactives: at the highest dose activity, negative = inhibition, actives largely listed as inhibitors | 0.12% of 410,000 active | Q57TT1 | TbPYK enzyme, Kinase-Glo Plus ATP luminescence, 45 min; also: potency is read from the fitted curve at half-maximal effect; % is scaled to controls: 0 for no effect and ±100 for the full control effect; nearly all actives have a fitted effect of over 50% in size
#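 Luminescent Kinase-Glo Plus end-point after 45 min room-temperature reaction of T. brucei pyruvate kinase started with 130 uM ADP (final). Buffer TEA 50 mM pH 7.2 with KCl, MgCl2, BSA, Tween-20; titration-based qHTS with fitted concentration-effect curves.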
# LmPK inhibitor – blocks Leishmania mexicana pyruvate kinase activity; purified LmPK, Kinase-Glo ATP luminescence, 1 h; Q27686; Potency, µM (titrated, usually from 57.5 µM), for the others: at the highest dose activity change, negative = inhibition, hits mostly inhibitors; 0.37% of 290,000 active; also: potency is read from the fitted curve at half-maximal effect; % is scaled to controls: 0 for no effect and ±100 for the full control effect
# Target sequence (Q27686 whole entry, looked up): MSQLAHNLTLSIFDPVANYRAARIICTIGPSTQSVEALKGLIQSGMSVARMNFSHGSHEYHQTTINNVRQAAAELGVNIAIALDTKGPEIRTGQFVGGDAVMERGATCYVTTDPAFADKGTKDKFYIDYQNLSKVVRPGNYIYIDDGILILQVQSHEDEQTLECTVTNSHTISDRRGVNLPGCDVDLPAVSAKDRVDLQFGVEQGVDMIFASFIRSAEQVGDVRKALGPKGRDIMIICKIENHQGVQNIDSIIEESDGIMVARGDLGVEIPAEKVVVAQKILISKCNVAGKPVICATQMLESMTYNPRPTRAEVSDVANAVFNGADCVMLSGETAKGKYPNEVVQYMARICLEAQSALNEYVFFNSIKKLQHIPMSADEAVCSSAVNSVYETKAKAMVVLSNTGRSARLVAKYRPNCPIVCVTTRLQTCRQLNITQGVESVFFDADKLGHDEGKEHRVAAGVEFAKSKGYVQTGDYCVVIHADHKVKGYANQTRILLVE
#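 0.1 nM LmPK, 0.5 mM PEP, 0.1 mM ADP; 50 mM imidazole pH 7.2, 7 mM MgCl2, 50 mM KCl; 1 h RT. Kinase-Glo luminescence readout, normalized to no-enzyme (full inhibition) and uninhibited wells.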
# Pf growth 96h – P. falciparum growth inhibition at 96 hours; P. falciparum luciferase reporter growth, 96 h; Potency, µM (highest dose often 28.7 µM), for inactives: at the highest dose activity change, negative = inhibition, actives largely listed as inhibitors; 6.9% of 320,000 active; also: potency is read from the fitted curve at half-maximal effect; % is scaled to controls: 0 for no effect and ±100 for the full control effect
#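 Luminescence readout: decreased luciferase signal marks inhibited growth of reporter-expressing P. falciparum in infected red cells (2% hematocrit, 0.05% parasitemia final), exposed to compound two generations (96 h, 37 C, 5% CO2).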
# Pf growth 48h – P. falciparum growth inhibition at 48 hours (one generation); P. falciparum luciferase growth in erythrocytes, 48 h; Potency, µM (top dose mostly 28.7 µM), inactives show at the highest dose activity change, negative = inhibition, hits mostly inhibitors; 5.9% of 310,000 active; AID 504832; also: potency is read from the fitted curve at half-maximal effect; % is scaled to controls: 0 for no effect and ±100 for the full control effect
#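 Luciferase-expressing parasites in RBCs, 2% Hct / 0.1% parasitemia final; RPMI 1640 + 0.5% Albumax; 37 C, 5% CO2, one generation; luminescence read-out, lower signal = inhibition.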
# CHX counter – counter-screen hit for Shiga toxin inhibitors, cycloheximide | AID 2314 | 12% of 300,000 active | max response, % | cell reporter, cycloheximide protein synthesis inhibition counterscreen; in the data active = max response mostly above about 13%, no sharp cut-off; inactive = mostly below about 14%; also: read at 38.3 µM for the half of the compounds with a filed dose; 0% is about no effect
# Starred values were filed as active, the others as inactive; ? = inconclusive; . = not tested or not shown; & = joins results of further samples; [ ] = remark or other dose. Unless noted, calls follow the shape of the dose curve; as a rule, active = well fitted curve in the direction sought with a large enough effect; inconclusive = small, poorly fitted or top-dose-only effect, or another doubt; inactive = no such curve, though single readings can be large; an effect the other way counts as inactive or inconclusive.
# Start of the data: the first 2 compounds, ahead of the listing:
SMILES,Shiga toxin inh,AMA1 RON2 block,Tb PYK inh,LmPK inhibitor,Pf growth 96h,Pf growth 48h,CHX counter
CCN(CC)S(=O)(=O)c1ccc(N2CCOCC2)c(NC(=O)C2CCCC2)c1,46.1,-6.3%,-5.6%,-2.5%,11.7µM*,?,4.6
CC(C)(C)n1nnc(CCc2nnn(C(C)(C)C)n2)n1,-8.5,-0.2%,0.1%,5.1%,1.7%[5.75 µM],11.1%,-2.9

# The listing, from the start:
SMILES,Shiga toxin inh,AMA1 RON2 block,Tb PYK inh,LmPK inhibitor,Pf growth 96h,Pf growth 48h,CHX counter
CCN(CC)S(=O)(=O)c1ccc(N2CCOCC2)c(NC(=O)C2CCCC2)c1,46.1,-6.3%,-5.6%,-2.5%,11.7µM*,?,4.6
CC(C)(C)n1nnc(CCc2nnn(C(C)(C)C)n2)n1,-8.5,-0.2%,0.1%,5.1%,1.7%[5.75 µM],11.1%,-2.9
COCCNS(=O)(=O)c1ccc(C2CNC(=O)C2)cc1 (centres undefined),-20.9,-10.0%,-13.2%,5.9%,-21.3%,.,-1.1
CC1=C(C(=O)Nc2ccccc2)C(c2ccc(Cl)cc2)n2c(s/c(=C/c3cccc(OCC(=O)O)c3)c2=O)=N1 (centres undefined),-8.3,-5.6%,-7.4%,2.1%,4.7%,1.65µM*,1.0
O=S(=O)(Nc1cccc(CCc2ccccn2)c1)c1ccc2ccccc2c1,19.0,1.0%,-2.4%,1.1%,?,27.1%,1.0
COCCNC(=O)c1onc(CSc2ccc(C(C)C)cc2)c1C(=O)O,-10.5,10.3%,-8.3%,1.7%,146.8%[activator],43.9%[activator],-3.3
Cc1ccc(S(=O)(=O)N2CCN(C(=O)Cc3ccccc3)CC2)cc1,-28.4,18.5%,.,-2.3%,25.0%,.,-2.6
CCCCn1c(N)c(N(CCOC)C(=O)C2CCN(S(=O)(=O)c3ccccc3)CC2)c(=O)[nH]c1=O,.,-8.2%,1.5%,.,10.5%,10.6%,.
CCCOc1ccc(CNC(=O)C2CCN(c3nnc(N4CCCC4=O)s3)CC2)cc1,-1.7,7.6%,-1.7%,-5.5%,-15.1%,23.0%,-3.4
CC(C)(C)OC(=O)N[C@@H](Cc1ccccc1)c1nnc(SCC(=O)O)o1,3.4,42.3%[activator],-7.2%,-3.7%,-2.5%,0.3%,-3.2
CC(C)(C)N=Cc1cc(-c2ccccc2)sc1O,71.1*,-2.2%,-2.3%,-5.3%,?,.,38.2*
N#Cc1ccc(NCC(=O)Nc2ccc(S(=O)(=O)N3CCCCC3)cc2)cc1,.,-3.7%,-6.3%,.,?,9.28µM*,.
O=C1CCN(Cc2ccccc2)S(=O)(=O)c2c(F)cc(F)cc21,.,-4.3%,-0.4%,.,38.3%[activator],1.6%,.
OCC1(CCCc2ccccc2)CCN(C2CCC2)CC1,-1.9,3.6%,-9.0%,2.0%,?,7.6%,0.5
COCc1ccc(C(=O)NC2CC(C)(C)Cc3c2cnn3-c2ccc(OC)cc2)o1 (centres undefined),-5.3,-6.0%,-5.7%,-7.1%,83.2%[activator],-20.2%,-0.8
CCOC(=O)CCCn1ccc2cc(S(=O)(=O)N3CCCC3)ccc21,-4.0,3.6%,-7.6%,0.1%,?,-6.5%,-1.7
Cc1cc2c(ncn2Cc2ccccc2)c(N)c1C,12.9,-3.8%,0.5%,-6.2%,?,?,3.8
COCCN(C(=S)Nc1cccc(Cl)c1C)C(C)c1ccco1 (centres undefined),-7.1,-10.7%,-6.6%,0.8%,20.6%,?,5.5
C=CCn1c(-c2ccccc2)nc(=S)c2c1CCCC2,16.2,-4.7%,4.2%,-0.8%,-5.2%,-3.7%,-1.7
COc1cc(C(=O)Nc2nnc(S(=O)(=O)N3CCCCCC3)s2)cc(OC)c1OC,10.6,-4.9%,7.0%,-1.0%,-24.9%,11.7%,-0.5
Cc1ccc(-c2cc(C(=O)N3CC(C)CC(C)C3)c3ccccc3n2)o1 (centres undefined),11.6,-0.2%,?,0.7%,?,?,2.0
COCCn1cnc2c1c(=O)n(Cc1cc(C(C)=O)ccc1OC)c(=O)n2Cc1ccccc1,-1.4,-12.0%,3.8%,-0.3%,?,?,3.0
Cc1ccc(N(C(=O)C2CCCC2)C2C=CS(=O)(=O)C2)cc1C (centres undefined),-6.3,-5.7%,-0.5%,-0.5%,?,-6.0%,-1.2
CC(=O)N1CCOc2ccc(S(=O)(=O)NCc3ccc(F)cc3)cc21,0.5,2.8%,9.3%,2.1%,21.1%,18.1%,11.4
Cc1ccc2occ(/C=N/NC(=O)c3ccc(Cl)cc3)c(=O)c2c1,-14.6,30.6%[activator],12.2%,-4.3%,0.0%,2.8%,-1.5
Cn1ccnc1P(=S)(c1nccn1C)N1CCOCC1,-23.0,22.9%,-8.8%,-0.3%,-11.8%,.,-2.9
Cc1nc(NC(=S)NC(=O)COc2ccc(Cl)cc2)ccc1Br,-2.7,-5.5%,-2.3%,-1.2%,-27.4%,7.4%,-2.7
O=C(c1cccn2c(=O)c3ccccc3nc12)N1CCN(c2ccccn2)CC1,-4.8,0.8%,0.2%,2.2%,.,2.0%,-1.6
CC(C)n1nnnc1SCC(=O)N1N=C(c2cccs2)CC1c1cccs1 (centres undefined),.,-1.9%,0.9%,.,44.0%[activator],49.7%[activator],.
c1coc(-c2nnc3sc(Cc4cccs4)nn23)c1,30.4,?,?,0.0%,-8.0%,-6.5%,11.9
COc1ccccc1N(C)S(=O)(=O)c1ccc(C)c(C(=O)NC(C)c2ccccn2)c1 (centres undefined),.,-11.1%[11.6 µM],-6.2%,.,?,?,.
CNS(=O)(=O)c1cccc(C(=O)NCC(c2ccco2)N(C)C)c1 (centres undefined),-9.0,5.7%,-2.0%,-8.4%,40.9%[activator],4.3%,-3.5
CCOP(=O)(OCC)C(NC(=O)Nc1ccc(Cl)c(Cl)c1)c1ccccc1 (centres undefined),12.9,-6.4%[2.32 µM],-8.3%,3.5%,?,6.0%,1.0
CC(C)CCOP(=O)(c1ccc(N(C)C)cc1)C(O)c1ccccc1F (centres undefined),-26.4,-14.5%,-11.0%,0.9%,?,2.94µM*,-3.0
CCOc1ccc(NC(=O)c2ccc3c(=O)n4c(nc3c2)CCCCC4)cc1,11.4,11.3%,5.6%&-16.8%,0.5%,15.8%,?,-1.4
COc1cc(/C=N/NC(=O)CC2(C)OCCO2)cc(Br)c1O,1.6,-2.5%,-2.4%,0.7%,17.4%,6.5%,4.3
Cc1ccccc1-n1nc2c(c1NC(=O)c1ccc3c(c1)OCO3)CS(=O)(=O)C2,-12.3,7.3%,2.4%,7.6%,-10.9%,-0.1%,-3.2
CNC(=O)c1ccccc1NC(=O)C1CC(=O)N(c2ccc(OC)cc2)C1 (centres undefined),-16.8,13.1%,-12.3%,-0.4%,-12.3%,56.2%[activator],4.1
O=C(c1ccco1)N1CCN(Cc2cc(=O)c(OCc3ccc(F)cc3)co2)CC1,.,6.8%,-5.4%,.,?,?,.
Cc1ccc(-n2nnnc2-c2cnc3ccc(Cl)cc3c2-c2ccccc2)cc1,-3.7,-10.5%,2.7%,3.6%,?,?,-2.4
CCCc1cc(=O)n2[nH]c(NCc3ccccc3Cl)nc2n1,-10.5,0.0%,4.0%,0.4%,.,0.0%,1.6
COc1ccc(NC(=O)C2CC(c3ccccc3Cl)=NO2)cc1 (centres undefined),29.6,-8.8%,10.5%,0.5%,-24.2%,36.0%[activator],13.6*
O=C(O)c1c(-c2ccccc2)nnc2ccccc12,-4.5,1.8%,-7.4%,-2.3%,38.9%[activator],12.3%,1.2
COc1ccc(C2NCc3ccc4c(c3-n3cccc32)OCO4)cc1OC (centres undefined),-28.5,-1.1%,3.2%,2.2%,11.8%,?,-5.1
COCc1cc(C)nc2sc(C(=O)Nc3ccccc3Br)c(N)c12,-2.8,32.2%[activator],-8.1%,-2.5%,?,27.0%,-3.8
NC(=O)[C@@H]1CCCNc2c(I)cc([N+](=O)[O-])cc2C(=O)N[C@@H](Cc2ccccc2)C(=O)N[C@@H](Cc2cnc[nH]2)C(=O)N1,-11.4,?,-5.0%,5.5%,?,-3.4%,-2.6
COc1ccc(NC(C)=O)cc1NC(=O)CSc1nnc(-c2ccccc2)n1N,59.6*,-4.6%,-11.2%,-0.5%,15.7%,-6.5%,17.9
O=C(C1CCCO1)N1CCN(S(=O)(=O)c2cc(F)ccc2F)CC1 (centres undefined),14.3,-1.0%,2.3%,-1.4%,31.0%[activator],94.2%[activator],-1.7
CC(C)Cc1cc(C(=O)N2N=C(C(F)F)CC2(O)C(F)F)c2ccccc2n1 (centres undefined),-5.1,4.8%,-2.0%,3.4%,6.57µM*,13.1µM*,-2.4
Cc1cc(C)[n+](-c2ccc(F)cc2)c2[nH]c(=O)[nH]c(=O)c12,-18.3,-0.1%,2.0%,3.6%,24.3%,-1.6%,1.1
O=S1(=O)Cc2cc3ccccc3cc2C1,-1.5,19.5%,-1.1%,7.0%,50.9%[activator],18.4%,-3.2
C=C(C)C1Cc2c(C)nn(-c3cccc4cccnc34)c2C1 (centres undefined),-7.3,16.2%,1.0%,7.5%,-22.9%,?,10.1
CC(C)[C@H](NC(=O)N1CCn2c1nc1ccccc12)C(=O)N1CCCCC1,-4.3,91.8%[activator],-9.7%,4.5%,?,?,-2.2
Cc1ccccc1OCC(=O)Nc1ccc2c(c1)n(C)c(=O)n2C,-3.6,-7.2%,-0.2%,-0.1%,-18.7%,?,2.0
O=C(CCS(=O)(=O)c1ccc(F)cc1)N1CCOCC1,46.0*,7.1%,-6.1%,-1.3%,8.4%,49.2%[activator],14.5*

# Pulled by structure from the list above, 3 records:
SMILES,Shiga toxin inh,AMA1 RON2 block,Tb PYK inh,LmPK inhibitor,Pf growth 96h,Pf growth 48h,CHX counter
O=C(CCS(=O)(=O)c1ccc(F)cc1)N1CCOCC1,46.0*,7.1%,-6.1%,-1.3%,8.4%,49.2%[activator],14.5*
Cc1ccccc1OCC(=O)Nc1ccc2c(c1)n(C)c(=O)n2C,-3.6,-7.2%,-0.2%,-0.1%,-18.7%,?,2.0
CC(C)Cc1cc(C(=O)N2N=C(C(F)F)CC2(O)C(F)F)c2ccccc2n1 (centres undefined),-5.1,4.8%,-2.0%,3.4%,6.57µM*,13.1µM*,-2.4

# Whole records as entered above. Order of screens: Shiga toxin inh, AMA1 RON2 block, Tb PYK inh, LmPK inhibitor, Pf growth 96h, Pf growth 48h, CHX counter
# C=C(C)C1Cc2c(C)nn(-c3cccc4cccnc34)c2C1 (centres undefined) as listed: -7.3, 16.2%, 1.0%, 7.5%, -22.9%, ?, 10.1
# Cc1ccccc1OCC(=O)Nc1ccc2c(c1)n(C)c(=O)n2C as listed: -3.6, -7.2%, -0.2%, -0.1%, -18.7%, ?, 2.0
